Autofluor Jurkat = counter-screen for VLA-4 integrin: compound autofluorescence in Jurkat cells | flow cytometry; hits give high values; 1 = vehicle-only cell background | fluorescence ratio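 (tested at 10 µM compound in the well)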 | hit rate 0.61% among 24,000;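 active = fluorescence ratio above 2.44, which is 1 plus 3 SD of all ratios; inconclusive = signal too bright to measure linearly, ratio around 10 or more; inactive = fluorescence ratio below 2.44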;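 note: green fluorescence of cells measured with 488 nm excitation and 530 nm emission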
VLA-4 antagonist = inhibition of LDV-FITC ligand binding to human VLA-4 integrin; Jurkat cells, LDV-FITC binding with Mn2+, flow cytometry; 100% = Mn2+-driven binding gain fully reversed; hit rate 0.2% among 24,000; AID 529; inhibition, % at 10 µM (by protocol); P13612;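 active = inhibition above 50%; inconclusive = compound itself fluorescent, judged against control cell fluorescence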;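 note: 0% = Mn2+ stimulated cells lacking compound and 100% = ligand binding without Mn2+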
Target sequence (P13612 whole entry, looked up): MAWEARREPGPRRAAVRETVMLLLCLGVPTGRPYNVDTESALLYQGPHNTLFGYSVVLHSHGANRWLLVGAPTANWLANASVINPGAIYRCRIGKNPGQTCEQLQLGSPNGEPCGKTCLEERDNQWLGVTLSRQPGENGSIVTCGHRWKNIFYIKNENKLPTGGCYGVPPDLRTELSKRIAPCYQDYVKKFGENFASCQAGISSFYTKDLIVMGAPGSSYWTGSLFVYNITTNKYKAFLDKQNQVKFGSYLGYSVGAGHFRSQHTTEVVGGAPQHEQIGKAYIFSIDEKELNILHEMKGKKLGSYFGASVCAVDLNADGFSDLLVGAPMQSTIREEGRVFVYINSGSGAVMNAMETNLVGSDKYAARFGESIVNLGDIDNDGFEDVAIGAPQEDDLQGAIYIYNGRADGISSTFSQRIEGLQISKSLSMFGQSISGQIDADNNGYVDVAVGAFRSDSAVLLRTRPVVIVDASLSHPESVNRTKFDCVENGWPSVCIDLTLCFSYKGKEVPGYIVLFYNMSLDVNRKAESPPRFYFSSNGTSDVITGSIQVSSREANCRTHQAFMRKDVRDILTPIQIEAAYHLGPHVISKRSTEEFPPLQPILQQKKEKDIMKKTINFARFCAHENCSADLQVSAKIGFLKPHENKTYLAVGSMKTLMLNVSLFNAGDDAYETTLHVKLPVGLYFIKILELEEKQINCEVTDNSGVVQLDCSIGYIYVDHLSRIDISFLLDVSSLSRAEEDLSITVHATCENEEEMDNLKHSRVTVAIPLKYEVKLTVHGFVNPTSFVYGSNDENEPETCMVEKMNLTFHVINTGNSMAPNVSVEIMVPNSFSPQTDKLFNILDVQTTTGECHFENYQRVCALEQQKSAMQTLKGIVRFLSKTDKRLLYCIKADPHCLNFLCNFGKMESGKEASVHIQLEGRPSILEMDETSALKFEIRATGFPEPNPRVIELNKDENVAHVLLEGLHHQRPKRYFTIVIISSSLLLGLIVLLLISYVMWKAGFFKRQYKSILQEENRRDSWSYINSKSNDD
VLA-4 agonist = allosterically activates the human VLA-4 integrin; P13612; Jurkat cells, LDV-FITC binding, flow cytometry; activation, % at 10 µM (by protocol); 24,000 tested, under 10 active; AID 528;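 active = fluorescent ligand binding to cells raised by more than 40% of the manganese-induced maximum; inconclusive = compound's own fluorescence above 85% of the ligand control signal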;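 note: 0% = ligand binding without compound and 100% = manganese-stimulated maximal binding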
Prostate diff = activators of LNCaP prostate cell differentiation. AID 795. side scatter shift, % at 10 µM. flow cytometry side scatter, 4 d. hit rate 0.56% among 24,000;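 active = side scatter shift above 30%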;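 note: androgen-responsive LNCaP prostate cancer cells in charcoal-stripped serum medium; percent of cells past a gate set so DMSO wells show 10% shift; higher shift means more granular cells and more differentiation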
Active calls of the source: *; ? = inconclusive; . = no result given.

Start of the data: the first 2 entries as a preview:
SMILES	Autofluor Jurkat	VLA-4 antagonist	VLA-4 agonist	Prostate diff
CC(C)Sc1nc2c(c(=O)n1-c1ccc(F)cc1)SCC2	1.1	0	-2	3
O=C(Cc1ccsc1-c1ccccc1)NO	1	-23	5	13

Results, from the start:
SMILES	Autofluor Jurkat	VLA-4 antagonist	VLA-4 agonist	Prostate diff
CC(C)Sc1nc2c(c(=O)n1-c1ccc(F)cc1)SCC2	1.1	0	-2	3
O=C(Cc1ccsc1-c1ccccc1)NO	1	-23	5	13
COc1ccc(NC(=O)CN(c2ccc(C)cc2)S(=O)(=O)c2c(C)nn(C)c2C)cc1OC	1.2	?	?	10
Cc1cccc(-n2c(Cc3cc(=O)[nH]c(=O)[nH]3)nnc2SCC(=O)N2CCCCC2)c1	0.84	-21	10	3
CCOC(=O)N1CCC(NC(=O)C2CCN(C(=O)N3CC(C)Oc4ccc(C)cc43)CC2)CC1 (stereo not drawn)	1	5	-1	4
CC(=O)OC1CCC(OC(C)=O)c2c1n([O-])c(C)c(C)[n+]2=O (stereo not drawn)	0.93	-8	6	8
CCN1CCN(C(=O)c2cc3c(s2)-c2ccccc2S(=O)(=O)C3)CC1	0.99	-8	-5	9
CCOc1ccc(C2=Nn3c(nnc3-c3ccccc3)SC2)cc1Cl	1.1	-36	14	12
CCOc1ccc(NC(=O)c2oc3ccccc3c2NC(=O)C(C)C)cc1	2.5*	?	?	16
O=C(Nc1ccc(Cl)cc1F)c1ccc(COc2c(F)c(F)c(F)c(F)c2F)o1	1.1	11	-8	15
CC(=O)c1c(C)nc(C)nc1NC(=O)Cc1ccccc1	1	-21	4	3
CC1CCCCC1NC(=O)c1ccc(N2CCCC2=O)cc1 (stereo not drawn)	1	-14	2	3
CCOC(=O)N1CCN(C(=O)CSc2nnc(-c3c[nH]c4ccccc34)n2CCOC)CC1	1	9	1	9
O=C(CSc1nnc(CNC(=O)c2c(F)cccc2Cl)o1)c1ccccc1	1.1	-5	2	5
O=C(CCn1c(=O)oc2ccccc21)NCCN1CCc2ccccc2C1	1	-22	6	8
O=C(NCCCN1CCOCC1)c1ccc(CS(=O)(=O)Cc2ccccc2Cl)o1	0.95	-6	4	7
CCOC(=O)CSc1nc2ccccc2n1CC(=O)N1CCN(c2ccccc2)CC1	1.1	1	-4	12
CC1CCc2nn(CC(=O)NCCCN3CCOCC3)cc2C1 (stereo not drawn)	0.98	-11	5	9
CCOC(=O)c1ccc2[nH]c3c(c2c1)CN(C)CC3	1.1	-9	5	4
Cc1cccc(CCNC(=O)C2CCN(S(=O)(=O)c3c(C)nn(C)c3C)CC2)c1	0.97	-1	2	6
Cc1nc2c3ccccc3n(CC(=O)c3ccc(F)cc3)c(=O)n2n1	1.1	4	2	12
CCOC(=O)c1ccc(NC(=O)Nc2ccn(C)n2)cc1	1.1	-12	2	6
COc1ccccc1N1CCN(C(=O)C2CCN(S(=O)(=O)N3CCOCC3)CC2)CC1	1	11	6	3
Cc1cc(C(=O)Nc2ccc(S(=O)(=O)Nc3onc(C)c3C)cc2)cs1	0.99	?	?	6
CCOC(=O)C1CCCN(C(=O)C2CCN(S(=O)(=O)c3cccs3)CC2)C1 (stereo not drawn)	1.1	-8	6	1
CCCCN(C(=O)c1c(C)[nH]c(C(=O)OCC)c1C)c1ccccc1	1.2	18	-6	5
CCOc1ccccc1-n1nnnc1SCC(=O)Nc1cc2oc3ccccc3c2cc1OC	1	12	-6	18
O=C1NCCN1CCNS(=O)(=O)c1ccc2ccccc2c1	1	6	-6	9
COc1cccc(NC(=O)NCc2cccn2C)c1	1.1	-6	0	7
CCN(CC)S(=O)(=O)c1ccc(-c2nnc3sc4cccc(C)c4n23)cc1	1.2	?	?	10
Cc1ccc(-c2nnc3n2N=C(c2ccccc2)CS3)cc1	1.1	?	-6	10
Cn1c(=O)c2c(nc(NCc3ccccc3)n2CCCc2ccccc2)n(C)c1=O	0.98	11	-2	6
COc1ccccc1-c1cc(C(=O)NCc2ccccc2)no1	1.1	27	-8	9
Cc1cccc(-c2cc3nc4c(c(N5CCOCC5)n3n2)CCCC4)c1	0.96	-27	8	3
Cc1ccc(-n2c(SCC(=O)NCC3CCCO3)nc3c(c2=O)SCC3)cc1 (stereo not drawn)	0.87	-2	6	6
Cc1cc(=O)oc2cc(OCC#N)ccc12	1	-2	0	4
COCCCN(C(C)=O)c1nc(-c2ccccc2)cs1	1.1	-4	-2	8
Cc1nc2ccccc2n1CCc1nc2c3ccccc3nc(SCC(=O)NCc3ccco3)n2n1	1.2	?	?	13
Cc1ccc(C(=O)CSc2nnc(CNc3ccc(C)cc3C)o2)cc1	1.1	-31	4	13
CCN(CC)Cc1c(C(=O)OC(C)C)nnn1-c1nonc1N	1.2	6	-2	9
COc1ccc(-c2cc(C(F)(F)F)n3nc(C)cc3n2)cc1	1	-17	-2	5
Nc1nc2n(n1)C(c1c(F)cccc1Cl)CC(c1ccc(F)cc1)N2 (stereo not drawn)	1.1	-8	2	2
CCOC(=O)c1c(C)[nH]c(C)c1C(=O)COC(=O)CNC(=O)c1ccc(OCC)cc1	1	-18	7	12
CCOC(=O)COc1ccc2c(c1)C(=O)CC(C)(c1cccnc1)O2 (stereo not drawn)	0.97	-10	5	6
Cc1cccc(NC(=O)C2CCN(S(=O)(=O)c3cccc4cccnc34)CC2)n1	1.1	5	-1	2
CCOc1ccc(NC(=O)C2C3C=CC4(CN(C(C(=O)OC)C(C)C)C(=O)C24)O3)cc1 (stereo not drawn)	0.8	-13	2	3
Cc1ccc(-c2noc(CCC(=O)N3CCCc4ccccc43)n2)cc1	1.1	?	?	9
Cc1noc(C)c1S(=O)(=O)N1CCCC(C(=O)N2CCN(C3CCCCC3)CC2)C1 (stereo not drawn)	1	9	-2	7
O=C(NCc1ccccc1)c1cc(-c2ccco2)on1	1	-3	-3	6
CCN(CC)C(=O)CSc1ncnc2c1nnn2-c1ccc(OC)cc1	1.1	-9	2	8
Cc1ccccc1N(CC(=O)NCC1CCCO1)C(=O)C1(C)CC(=O)N=C2C=CC=CN21 (stereo not drawn)	1.1	-15	4	6
CCOc1ccc(-c2nnc(N(CC)C(=O)C3CCC3)s2)cc1	1	0	-2	4
CC(=O)c1nnn(-c2nc(N3CCCC3)nc(N(c3ccccc3)c3ccccc3)n2)c1C	1	31	-12	6
Cc1noc(C)c1S(=O)(=O)N1CCC(C(=O)Nc2ccc(OC(F)(F)F)cc2)CC1	1.1	6	-4	9
CCN1CCN(c2ncc(C(=O)N3CCN(c4ccccc4OC)CC3)c3ccccc23)CC1	1.1	4	-3	8
CS(=O)CSc1nc2c(cc1C#N)CCCC2 (stereo not drawn)	1.1	16	0	12
O=C(NC1(O)C(=O)c2ccccc2C1=O)c1ccccc1	1.5	?	?	11
COc1ccc(N2CCN(CCNC(=O)c3c(C)cc(=O)oc3C)CC2)cc1	1.1	-22	-2	1
COc1ccc(OC)c(NC(=O)C2C3CC4OC(=O)C2C4C3)c1 (stereo not drawn)	0.96	-6	-3	9
O=C(CSCc1ccccn1)Nc1ccccc1	1	-16	8	5
The list continues.
SMILES	Autofluor Jurkat	VLA-4 antagonist	VLA-4 agonist	Prostate diff
OCC#CCSc1nnc(-c2ccc(Br)cc2)o1	1.1	?	?	15
Cc1ccc(CNC(=O)CCNC(=O)Cn2ccc3ccccc3c2=O)o1	1	13	6	8
O=C(NCC(c1cccnc1)N1CCOCC1)c1cccc(Cl)c1 (stereo not drawn)	1	12	-15	.
CN(C)CCNC(=O)c1cc2c(=O)n(C)c3ccccc3c2n1C	0.93	26	10	2
Cc1nc2ccc(NC(=O)NCc3ccco3)cc2s1	1	-3	-6	4
O=C(c1ccco1)N1CCN(S(=O)(=O)c2ccc(Oc3ccccc3)cc2)CC1	1.1	-4	6	10
O=C(NCCN1CCN(C(=O)Nc2ccccc2)CC1)Nc1ccccc1	0.96	1	1	1
CC(C)NC(=O)C1CCCN(c2nnc(-n3cccc3)s2)C1 (stereo not drawn)	0.96	3	6	1
Nc1ccccc1NC(=O)c1ccccc1	1	4	0	4
CCNC(=O)CC1C(=O)N(c2ccc(F)cc2)C(=O)N1Cc1ccccn1 (stereo not drawn)	1.1	-7	5	11
CN1C(=O)CC(c2ccco2)Sc2ccccc21 (stereo not drawn)	1	-7	-2	5
CCOC(=O)N1CCN(c2nc(C)cc(C(F)(F)F)n2)CC1	1	-2	2	7
O=C(Oc1ccc2ccc(OC(=O)N3CCOCC3)cc2c1)N1CCOCC1	0.51	-10	1	1
CCSc1nc2c(c(=O)[nH]1)C(C(C)C)C(C#N)=C(N)O2 (stereo not drawn)	1.1	0	1	9
CCOc1ccc(CCNC(=O)C(CC)n2nc(C)n3c(cc4sccc43)c2=O)cc1OCC (stereo not drawn)	1.1	-39	-3	7
O=C(CCCCn1c(=O)c2ccccc2n(CC(=O)Nc2cccc(F)c2)c1=O)NCc1ccco1	1	-3	-2	11
CC(C)CN(CC(C)C)c1nc(N)c(C#N)c(CC#N)c1C#N	1.2	6	-2	9
CCn1c(=NC(=O)CSC(C)=O)sc2ccccc21	1	-18	8	10
CC(C)c1nc(=S)n(-c2ccccc2)[nH]1	1.1	-1	-5	11
COc1ccccc1C(=O)OCn1nnc2ccccc2c1=O	0.97	-6	0	5

Complete entries, looked up by structure. Order of screens: Autofluor Jurkat	VLA-4 antagonist	VLA-4 agonist	Prostate diff
Cc1cccc(-n2c(Cc3cc(=O)[nH]c(=O)[nH]3)nnc2SCC(=O)N2CCCCC2)c1 reads 0.84	-21	10	3
CCOc1ccc(C2=Nn3c(nnc3-c3ccccc3)SC2)cc1Cl reads 1.1	-36	14	12
O=C(CSc1nnc(CNC(=O)c2c(F)cccc2Cl)o1)c1ccccc1 reads 1.1	-5	2	5

Going on with the list:
SMILES	Autofluor Jurkat	VLA-4 antagonist	VLA-4 agonist	Prostate diff
CN1CCCN(C(=O)c2cc(=O)[nH]c3ccccc23)c2nc3ccccc3nc21	1.1	-12	2	4
Cc1cc(Nc2ccccc2C(=O)O)nc2nc3ccccc3c(=O)n12	1	-7	0	6
CN(c1ccccc1C(N)=O)S(=O)(=O)c1ccccc1	1	-10	2	9
Cc1nc(/N=C(\N)Nc2ccccc2)nc2ccccc12	1.1	-5	4	13
O=C(CC(CC(=O)c1ccccc1)C(=O)O)c1ccccc1	1.1	-4	4	10
COc1ccccc1-c1c(C)nn2c(C)cc(C)nc12	1	-6	1	7
CCCCC[C@H](O)/C=C/[C@@H]1[C@@H](CCCCCCC(=O)O)[C@@H](O)C[C@H]1O	0.99	-10	11	2
CC(=O)c1cc(-c2ccc(F)cc2)n(CC(=O)NCc2cccs2)c1C	0.96	25	0	8
COCCNC(=O)C(c1cccc(OC)c1)N(Cc1cccs1)C(=O)Cn1nnc2ccccc21 (stereo not drawn)	1.1	-20	6	5
O=C(Cn1ncc2c(=O)oc3ccccc3c21)N(Cc1ccco1)C1CCCCC1	0.83	-8	-5	2
c1cc(-c2nc3ccccc3o2)nc(-c2nc3ccccc3o2)c1	1.1	-4	0	2
Cc1csc2nc(CNC(=O)c3ccco3)cn12	1	-6	5	12
COc1cccc(C2CC(c3cccc(OC)c3)n3nc(N)nc3N2)c1 (stereo not drawn)	1.1	-10	-10	8
c1cc(-c2nc3cc(Oc4ccc5oc(-c6ccncc6)nc5c4)ccc3o2)ccn1	1.1	-2	-8	5
O=C(c1ccc(CSCc2ccccc2F)o1)N1CCN(c2ccc(N3CCOCC3)nn2)CC1	1	1	-8	8
COc1ccc(C(=O)NCCn2cc(SCC(=O)Nc3cc(C)on3)c3ccccc32)cc1OC	1	-4	5	12
C[C@]12C[C@H](O)[C@H]3[C@@H](CCC4=CC(=O)CC[C@@]43C)[C@@H]1CC[C@@H]2C(=O)CO	0.98	-14	1	11
Cc1occc1C(=O)Nc1ccccc1NC(=O)c1ccoc1C	1.1	10	-13	5
CCOC(=O)c1ccc(NS(=O)(=O)c2cccc3nsnc23)cc1	1.1	0	-2	6
Cc1ccc(S(=O)(=O)NCC(=O)N(CC(=O)NC2CCCCC2)Cc2ccco2)cc1	1	-13	2	14
CC(=O)Nc1nc(-c2ccccc2)nc(C)c1C(C)=O	1	-8	-2	6
CCOC(=O)NC(=O)CSc1nnc(C)s1	1	-14	-6	10
CCOC(=O)C(NC(=O)CC)(Nc1ccc(S(=O)(=O)Nc2ncccn2)cc1)C(F)(F)F (stereo not drawn)	1.1	?	?	9
CC(=O)c1ccc(NC(=O)c2noc3c2CCCCC3)cc1	1.1	-1	-1	11
CCOC(=O)c1c(N)sc(C(=O)N2CCOCC2)c1C	1	-7	-2	9
CCN(CC)c1ccc(NC(=O)CN2CCN(CC(=O)Nc3ccc(F)cc3)CC2)cc1	0.92	10	-6	4
O=C(CSc1nc2ccccc2c(=O)n1CC1CCCO1)NCC1CCCO1 (stereo not drawn)	1	18	-2	17
Clc1cccc2sc(N3CCCCC3)nc12	0.97	7	2	11
O=c1c2cc(N3CCOCC3)ccc2[nH]c(=S)n1CCCN1CCN(c2ccccc2F)CC1	1.1	12	-4	1

Screens (PubChem)

A portion of the library; rates above refer to the full screens.
